Assay outcomes from PubChem BioAssay.
ADAM17 inh: ADAM17 inhibition, QFRET primary screen | inhibition, % at 6.95 µM | 370,000 compounds, 0.83% hits | recombinant ADAM17, EDANS/DABCYL FRET peptide cleavage | P78536 | AID 720648;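 active = inhibition above the mean of compounds lying between control limits plus 3 SD, set per campaign, cut at about 8.5% in these data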;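 note: 0% = DMSO-only wells as the low control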
Target sequence (P78536 215-824 limits assumed): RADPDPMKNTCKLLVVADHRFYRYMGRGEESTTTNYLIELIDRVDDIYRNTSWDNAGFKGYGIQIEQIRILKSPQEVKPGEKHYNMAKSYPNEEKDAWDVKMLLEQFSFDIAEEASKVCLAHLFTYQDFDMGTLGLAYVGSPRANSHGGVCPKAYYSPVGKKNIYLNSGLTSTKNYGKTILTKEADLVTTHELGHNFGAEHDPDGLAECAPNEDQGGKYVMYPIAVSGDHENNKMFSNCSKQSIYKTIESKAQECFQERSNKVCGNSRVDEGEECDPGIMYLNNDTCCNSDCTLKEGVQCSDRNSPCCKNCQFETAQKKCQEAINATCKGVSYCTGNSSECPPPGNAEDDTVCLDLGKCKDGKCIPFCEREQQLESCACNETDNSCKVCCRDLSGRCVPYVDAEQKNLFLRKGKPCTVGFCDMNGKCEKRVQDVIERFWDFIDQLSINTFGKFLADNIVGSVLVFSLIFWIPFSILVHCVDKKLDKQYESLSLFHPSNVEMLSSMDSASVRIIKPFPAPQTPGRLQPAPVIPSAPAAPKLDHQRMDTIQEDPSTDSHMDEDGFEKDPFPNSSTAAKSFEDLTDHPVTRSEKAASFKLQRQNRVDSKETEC
TDP2 inh: TDP2 (human) inhibition, absorbance primary screen; O95551; recombinant TDP2, T5PNP hydrolysis, p-nitrophenol absorbance 415 nm; inhibition, % at 12.8 µM; 370,000 compounds, 0.34% hits; AID 720702;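 active = inhibition above the mean of all tested compounds plus 3 SD, set per campaign, cut at about 25% in these data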;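 note: 0% = DMSO with enzyme and 100% = buffer with substrate but no TDP2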
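System – recombinant human TDP2 · Quantity – TDP2 enzyme at 120 nM final · Doses – single concentration, 12.8 µM nominal, with 1% DMSO · Incubation – 2 h at 37 °C · Measured by – epi absorbance of p-nitrophenol freed from T5PNP by hydrolysis · Read-out – % inhibition relative to enzyme-containing and enzyme-free wells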
SIAE primary: inhibitors of human sialic acid acetylesterase SIAE; SIAE FP-Rh probe binding, fluorescence polarization; AID 1053197; inhibition, % at 9.66 µM; 370,000 compounds, 0.69% hits; Q9HAT2;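 active = inhibition above a cutoff: mean of compounds within the control limits plus 3 SD of those, cut at about 17% in these data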;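 note: 0% = plate median of compound wells and 100% = probe without SIAE protein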
PLC-gamma1 inh: PLC-gamma1 (human) inhibition, primary screen; P19174; purified PLC-gamma1, fluorogenic substrate, fluorescence; inhibition, % at 12.2 µM; 370,000 compounds, 0.84% hits; AID 720700; in the data active = inhibition above about 9.5%
ARFGAP1 inh: rat ARFGAP1 inhibition. inhibition, % at 16.5 µM. Q62848. Arfgap1-stimulated ARF1 GTP hydrolysis, GDP FP detection. 360,000 compounds, 0.26% hits;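 active = inhibition above a per-plate limit, mean inhibition of low control wells plus 3 SD, cut at about 25% in these data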;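 note: 0% = DMSO wells with enzyme and 100% = wells lacking Arfgap1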
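Material: truncated rat Arfgap1 GAP domain; Incubation: compound-enzyme preincubation 20 min, reaction 120 min, detection 60 min, 25 °C; Read-out: percent inhibition of Arfgap1-stimulated GTP hydrolysis; Technique: FP, GDP Alexa 633 tracer displaced from anti-GDP antibody, 620/688 nm; Controls: No-Arfgap1 wells (100%) versus DMSO full-reaction wells (0%); Replication: single well per compound.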
DDE Tn7 FP inh: DD(E)-Tn7 binding inhibition, primary FP screen; P02675; FP displacement of FITC-Tn7 peptide from fibrin DD(E); 0% = median of compound wells per plate; inhibition, % at 8.3 µM; 370,000 compounds, 0.13% hits;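 active = inhibition above the mean of compounds falling within the control limits plus 3 SD of them, cut at about 14% in these data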;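 note: 0% = plate median of compound wells and 100% = 10 µM Aha-Tn7 peptide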
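Test system – human fibrin DD(E) · Times – 10 min preincubation, 3 h with tracer, room temperature · Detection – fluorescence polarization of the labelled Tn7 tracer · Measure – percent inhibition normalized to high-control wells · Benchmarks – high control wells with 10 µM unlabelled Aha-Tn7 peptide (full inhibition) · Repeats – singlicate testing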
ASAP1 inh: inhibitors of human ASAP1 ArfGAP activity. ASAP1-stimulated ARF1 GTP hydrolysis, GDP FP detection. inhibition, % at 16.5 µM. 360,000 compounds, 0.19% hits. AID 624377; in the data active = inhibition above about 25%;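 note: 0% = vehicle with enzyme and substrate and 100% = no enzyme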
Target sequence (Q9ULH1 325-724 limits assumed): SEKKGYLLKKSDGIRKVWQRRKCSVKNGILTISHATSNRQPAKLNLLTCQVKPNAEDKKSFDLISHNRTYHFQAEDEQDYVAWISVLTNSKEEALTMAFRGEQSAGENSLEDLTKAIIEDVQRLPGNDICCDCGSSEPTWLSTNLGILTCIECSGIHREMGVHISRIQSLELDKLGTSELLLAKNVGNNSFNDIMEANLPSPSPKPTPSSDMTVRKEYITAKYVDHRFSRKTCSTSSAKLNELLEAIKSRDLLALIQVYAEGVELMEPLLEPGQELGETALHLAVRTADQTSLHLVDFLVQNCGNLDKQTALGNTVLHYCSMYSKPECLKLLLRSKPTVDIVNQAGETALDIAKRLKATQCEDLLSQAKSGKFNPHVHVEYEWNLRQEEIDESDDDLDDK
Tn6 DDE FP: DD(E)-Tn6 binding inhibition, primary FP screen | inhibition, % at 8.3 µM | 370,000 compounds, 0.21% hits | Fibrin DD(E) TRITC-Tn6 fluorescence polarization displacement | P02675;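 active = inhibition above a per-campaign cutoff: mean of compounds within control limits plus 3 SD, cut at about 15% in these data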;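 note: 0% = median of all compound wells on the plate and 100% = blocking peptide control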
PLC-beta3 inh: inhibitors of human phospholipase C beta3; Q01970; Purified PLC-beta3, fluorogenic substrate, fluorescence; inhibition, % at 12.2 µM; 370,000 compounds, 0.18% hits; AID 720704; in the data active = inhibition above about 11%;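 note: 0% = median of compound wells on plate and 100% = full blocker control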
ADAM10 inh: inhibitors of human ADAM10. O14672. 370,000 compounds, 0.62% hits. inhibition, % at 7 µM. AID 720582. recombinant ADAM10, EDANS/DABCYL FRET peptide cleavage, 3 h;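 active = inhibition above a per-campaign cutoff equal to the mean of compounds falling between control-based bounds plus 3 SD, cut at about 20% in these data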;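 note: 0% = DMSO wells while the 100% control is not disclosed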
* = called active by the depositor.

For O=C(NCc1ccncc1)C1CCCCC1 the results were ADAM17 inh -2, TDP2 inh 4, SIAE primary 5, PLC-gamma1 inh 0, ARFGAP1 inh -10, DDE Tn7 FP inh 5, ASAP1 inh 1, Tn6 DDE FP 3, PLC-beta3 inh 3 and ADAM10 inh -2.
Screening CCOC(=O)CC1CCCCN1C(=O)c1ccc2oc(CCc3ccccc3)nc2c1 (stereo not given) returned ADAM17 inh 4, TDP2 inh 6, SIAE primary 3, PLC-gamma1 inh 0, ARFGAP1 inh 2, DDE Tn7 FP inh 1, ASAP1 inh -2, Tn6 DDE FP 5, PLC-beta3 inh -5 and ADAM10 inh 4.
Screening O=C(Cn1nnc2ccccc2c1=O)N[C@@H](Cc1ccccc1)C(=O)O returned ADAM17 inh 0, TDP2 inh -2, SIAE primary -4, PLC-gamma1 inh -2, ARFGAP1 inh -1, DDE Tn7 FP inh 3, ASAP1 inh 11, Tn6 DDE FP -4, PLC-beta3 inh -9 and ADAM10 inh -4.
For O=C(NCCc1ccc(Cl)cc1)C1COc2ccccc2O1 (stereo not given) the results were ADAM17 inh -5, TDP2 inh -7, SIAE primary 5, PLC-gamma1 inh -5, ARFGAP1 inh 0, DDE Tn7 FP inh -2, ASAP1 inh 1, Tn6 DDE FP -4, PLC-beta3 inh -14 and ADAM10 inh -9.
`NS(=O)(=O)c1ccc(NC(=S)NC2CCCCC2)cc1` gave ADAM17 inh 3, TDP2 inh 5, SIAE primary 11, PLC-gamma1 inh 0, ARFGAP1 inh -6, DDE Tn7 FP inh -7, ASAP1 inh -8, Tn6 DDE FP -9, PLC-beta3 inh 3 and ADAM10 inh 1.
`FC(F)(F)c1cnc2c(-c3ccccc3)n[nH]c2c1` gave ADAM17 inh -82, TDP2 inh -6, SIAE primary 3, PLC-gamma1 inh -112, ARFGAP1 inh 7, DDE Tn7 FP inh -2, ASAP1 inh 1, Tn6 DDE FP 2, PLC-beta3 inh -141 and ADAM10 inh -218.
CCCCn1c(-c2csc(CCC)c2)n[nH]c1=S was read as ADAM17 inh 0, TDP2 inh 4, SIAE primary 11, PLC-gamma1 inh -1, ARFGAP1 inh -14, DDE Tn7 FP inh -2, ASAP1 inh -12, Tn6 DDE FP 5, PLC-beta3 inh 0 and ADAM10 inh 3.
`CCn1c(SCC(=O)Nc2ccc(OC)c(OC)c2)nnc1-c1cnccn1` gave ADAM17 inh -3, TDP2 inh -9, SIAE primary 13, PLC-gamma1 inh 1, ARFGAP1 inh -5, DDE Tn7 FP inh -3, ASAP1 inh 7, Tn6 DDE FP -4, PLC-beta3 inh -6 and ADAM10 inh -6.
Screening COC(=O)CCCC1=CC2=CC(=O)C(C)(OC(=O)c3cccs3)C(=O)C2=CN1CCCOC(C)C (stereo not given) returned ADAM17 inh 2, TDP2 inh 2, SIAE primary 6, PLC-gamma1 inh -18, ARFGAP1 inh -8, DDE Tn7 FP inh 2, ASAP1 inh 15, Tn6 DDE FP 5, PLC-beta3 inh -24 and ADAM10 inh -11.
Screening CCOc1ccccc1-c1nc(-c2ccc(NC(=O)Cc3ccc(OC)cc3)cc2)no1 returned ADAM17 inh 1, TDP2 inh -7, SIAE primary -7, PLC-gamma1 inh 4, ARFGAP1 inh -2, DDE Tn7 FP inh 9, ASAP1 inh 5, Tn6 DDE FP 1, PLC-beta3 inh 3 and ADAM10 inh 6.
For CC(C)n1nnnc1C1(C)Cn2nccc2C(=O)N1Cc1cccc(C(F)(F)F)c1 (stereo not given) the results were ADAM17 inh 2, TDP2 inh -2, SIAE primary 3, PLC-gamma1 inh 0, DDE Tn7 FP inh -2, Tn6 DDE FP 1, PLC-beta3 inh 3 and ADAM10 inh 5.
For CCN(CC)CCOC(=O)C1(C2CCCCC2)CCCCC1 the results were ADAM17 inh -1, TDP2 inh 8, SIAE primary -7, PLC-gamma1 inh 2, ARFGAP1 inh 0, DDE Tn7 FP inh 4, ASAP1 inh -8, Tn6 DDE FP -4, PLC-beta3 inh 1 and ADAM10 inh 3.
Screening Cc1cccc(NC(=O)C2Cc3ccccc3CN2C(=O)OCc2ccccc2)c1C (stereo not given) returned ADAM17 inh -3, TDP2 inh 2, SIAE primary -1, PLC-gamma1 inh -5, ARFGAP1 inh 3, DDE Tn7 FP inh 4, ASAP1 inh -11, Tn6 DDE FP 4, PLC-beta3 inh -1 and ADAM10 inh -3.
`COc1ccc(NC(=O)C2Cc3c(-c4ccc(Cl)cc4)ccnc3O2)cc1OC` (stereo not given) gave ADAM17 inh 1, TDP2 inh -2, SIAE primary 0, PLC-gamma1 inh 1, ARFGAP1 inh 1, DDE Tn7 FP inh -1, ASAP1 inh -1, Tn6 DDE FP -4, PLC-beta3 inh 1 and ADAM10 inh 3.
CCOc1ccc(CCNC(=O)c2cc(-c3ccccc3)c(N3CCOCC3)s2)cc1OCC was read as ADAM17 inh -3, TDP2 inh 4, SIAE primary 1, PLC-gamma1 inh 0, ARFGAP1 inh 4, DDE Tn7 FP inh 1, ASAP1 inh 11, Tn6 DDE FP 4, PLC-beta3 inh -7 and ADAM10 inh -1.
For Cc1ccc([N+](=O)[O-])cc1N(CC(=O)Nc1ccc(S(=O)(=O)Nc2cccc(C(F)(F)F)c2)cc1)S(C)(=O)=O the results were ADAM17 inh 25*, TDP2 inh -21, SIAE primary -180, PLC-gamma1 inh 9.9*, ARFGAP1 inh 3, DDE Tn7 FP inh -2, ASAP1 inh -5, Tn6 DDE FP -6, PLC-beta3 inh 2 and ADAM10 inh 49*.
[O-]/[N+](=C/c1cccnc1)c1ccc(Br)cc1 was read as ADAM17 inh -4, TDP2 inh 1, SIAE primary -3, PLC-gamma1 inh 1, ARFGAP1 inh 12, DDE Tn7 FP inh 4, ASAP1 inh 2, Tn6 DDE FP 7, PLC-beta3 inh -1 and ADAM10 inh 1.
O=C(NCc1ccco1)c1sc2cc(Cl)ccc2c1Cl was read as ADAM17 inh 0, TDP2 inh -9, SIAE primary -3, PLC-gamma1 inh -3, ARFGAP1 inh -5, DDE Tn7 FP inh 0, ASAP1 inh 0, Tn6 DDE FP -1, PLC-beta3 inh 0 and ADAM10 inh 6.
CN1C(=O)c2cc(NC(=O)c3cccc(F)c3)ccc2OC[C@@H]2O[C@H](CC(=O)NCc3ccccc3)CC[C@H]21 was read as ADAM17 inh -2, TDP2 inh 4, SIAE primary 1, PLC-gamma1 inh 0, DDE Tn7 FP inh -9, Tn6 DDE FP -1, PLC-beta3 inh -1 and ADAM10 inh -2.
`COc1ccc(CC(N)c2csc(NC(=O)Nc3ccc(OC)cc3)n2)cc1` (stereo not given) gave ADAM17 inh 5, TDP2 inh -8, SIAE primary 9, PLC-gamma1 inh 6, ARFGAP1 inh -3, DDE Tn7 FP inh 2, ASAP1 inh 7, Tn6 DDE FP -11, PLC-beta3 inh 10 and ADAM10 inh 7.
For CC1CC1C(=O)N(C)CC(=O)Nc1ccc(Cl)c(C(F)(F)F)c1 (stereo not given) the results were ADAM17 inh -1, TDP2 inh 0, SIAE primary -7, PLC-gamma1 inh 0, ARFGAP1 inh -2, DDE Tn7 FP inh 1, ASAP1 inh -6, Tn6 DDE FP 0, PLC-beta3 inh -4 and ADAM10 inh -6.
For COC(=O)c1ccccc1NC(=O)C12CCC(C)(C(=O)O1)C2(C)C (stereo not given) the results were ADAM17 inh -1, TDP2 inh 9, SIAE primary -4, PLC-gamma1 inh -2, ARFGAP1 inh -1, DDE Tn7 FP inh 7, ASAP1 inh -14, Tn6 DDE FP 8, PLC-beta3 inh 1 and ADAM10 inh 0.
`O=C(C[n+]1ccn(CCCNP2(=O)C=C(c3ccccc3)OC(c3ccccc3)=C2)c1)c1cccs1` gave ADAM17 inh -3, TDP2 inh -10, SIAE primary -9, PLC-gamma1 inh 7, ARFGAP1 inh -14, DDE Tn7 FP inh 2, ASAP1 inh 6, Tn6 DDE FP 2, PLC-beta3 inh -2 and ADAM10 inh -3.
For Cc1ccc(S(=O)(=O)CS(=O)(=O)c2ccc(C)cc2)cc1 the results were ADAM17 inh 0, TDP2 inh 9, SIAE primary 1, PLC-gamma1 inh 2, ARFGAP1 inh 5, DDE Tn7 FP inh 0, ASAP1 inh -4, Tn6 DDE FP 5, PLC-beta3 inh 4 and ADAM10 inh 3.
`COc1nc(OC)nc(N2CCC(C(=O)NCc3cccc(OC)c3OC)CC2)n1` gave ADAM17 inh 0, TDP2 inh 1, SIAE primary -1, PLC-gamma1 inh 3, DDE Tn7 FP inh -3, Tn6 DDE FP 8, PLC-beta3 inh 3 and ADAM10 inh 0.
For CC1(Cc2cc(Cl)ccc2C(F)(F)F)C(=O)Nc2ccc(-c3ccc(F)c(Cl)c3)cc21 (stereo not given) the results were ADAM17 inh 4, TDP2 inh 5, SIAE primary -28, PLC-gamma1 inh 1, ARFGAP1 inh 7, DDE Tn7 FP inh -3, ASAP1 inh 7, Tn6 DDE FP 5, PLC-beta3 inh 2 and ADAM10 inh 9.
`C/C(=N\NC(=O)C(NC(=O)c1ccccc1)C(C)C)c1ccccc1` (stereo not given) gave ADAM17 inh -1, TDP2 inh 4, SIAE primary -4, PLC-gamma1 inh 2, ARFGAP1 inh 3, DDE Tn7 FP inh -11, ASAP1 inh 2, Tn6 DDE FP -1, PLC-beta3 inh 0 and ADAM10 inh 1.
Screening COc1cc2c(cc1OC(C)=O)CCCCC2=O returned ADAM17 inh -5, TDP2 inh 7, SIAE primary 9, PLC-gamma1 inh 3, ARFGAP1 inh 0, DDE Tn7 FP inh 2, ASAP1 inh -11, Tn6 DDE FP -2, PLC-beta3 inh -1 and ADAM10 inh -7.
For CCCCC(=O)Nc1ccc2c3c(cccc13)CC2 the results were ADAM17 inh -17, TDP2 inh 5, SIAE primary 4, PLC-gamma1 inh -14, ARFGAP1 inh 3, DDE Tn7 FP inh 2, ASAP1 inh 5, Tn6 DDE FP 3, PLC-beta3 inh -14 and ADAM10 inh -50.
Screening NCCN1CCN(CC(=O)N2c3ccccc3C(=O)Nc3cccnc32)CC1 returned ADAM17 inh 7, TDP2 inh -16, SIAE primary -3, PLC-gamma1 inh 6, ARFGAP1 inh -11, DDE Tn7 FP inh 1, ASAP1 inh -4, Tn6 DDE FP 6, PLC-beta3 inh 3 and ADAM10 inh 2.
